# Screens: PubChem, several laboratories
# NOD2 inhibition = inhibition of NOD2-driven NF-kB reporter – cell-based, luminescence, uHTS, HEK293 (AID 1566). HEK293 NOD2/NF-kB luciferase reporter, luminescence; higher % means a stronger effect. inhibition, % at 4 µM; hits with a dose series show EC50 in µM. 290,000 tested, 0.63% active; also: many of its hits are not listed in these tables
# GPR55 beta-arrestin = selective activators of receptor GPR55 – imaging, U2OS cells, beta-arrestin-GFP redistribution, primary screen (AID 1961). U2OS GPR55 beta-arrestin-GFP redistribution imaging; higher % means a stronger effect. one-dose activation, % at 10 µM; EC50 in µM for titrated hits. 290,000 tested, 0.048% active;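 active = activation above 40% with more than 50 cells counted in the well; inconclusive = wells holding fewer than 50 cells, flagged as toxic or sparse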;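 also: U2OS osteosarcoma cells stably expressing GPR55 and beta-arrestin-GFP; plate controls were DMSO negative control for no effect and LPI positive control for full effect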
# Myeloid diff 2 = myeloid differentiation induction. ER-HoxA9 myeloid progenitors, lysozyme-GFP differentiation, flow cytometry. calls only at 10 µM. 360,000 tested, 1% active. AID 624256;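 active = normalized GFP-positive differentiation at or above the plate's own cutoff, the solvent-only control mean plus 3 SD; inconclusive = no clear call, values can overlap the other calls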;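 also: cells exposed to compound for four days before flow analysis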
# NOD1 NF-kB reporter = inhibition of NOD1-driven NF-kB reporter – cell-based, luminescence, uHTS, primary screen (AID 1578); one-dose inhibition, % at 4 µM; EC50 in µM for titrated hits; 290,000 tested, 1% active; NOD1-driven NF-kB luciferase reporter cells, luminescence; higher % means a stronger effect; in the data active = inhibition mostly above about 36%, no sharp cut-off; inactive = mostly below about 34%;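 also: HEK-293T reporter cells stimulated with the NOD1 agonist gamma-tri-DAP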
# HIV fusion peptide = inhibitors of HIV fusion peptide binding, primary screen, biochemical, uHTS, fluorescence dequenching (AID 1986); cell-free peptide binding, fluorescence dequenching, 30 min; higher % means a stronger effect; one-dose inhibition, % at 20 µM; IC50 in µM for titrated hits; 290,000 tested, 0.3% active; in the data active = inhibition mostly above about 52%, no sharp cut-off; inactive = mostly below about 76%; also: some results filed as inactive read as strong as hits
# KOR beta-arrestin-1 = kappa opioid receptor activators – cell-based, luminescence, uHTS, primary screen (AID 1777) | KOR beta-arrestin recruitment, luminescence; higher % means a stronger effect | one-dose activation, % at 10 µM; EC50 in µM for titrated hits | 280,000 tested, 0.02% active; in the data active = activation above about 50%, passing the limit was not always enough; also: a part of the inactive calls stands beside numbers as strong as those of hits
# KOR beta-arrestin-2 = kappa opioid receptor blockers – cell-based, luminescence, uHTS (AID 1778); inhibition, % at 10 µM; hits with a dose series show IC50 in µM; 290,000 tested, 0.091% active; KOR beta-arrestin recruitment, luminescence, antagonist mode; higher % means a stronger effect; also: strong numbers were not always called active
# GPR55 LPI antagonism = inhibition of LPI-stimulated GPR55 beta-arrestin translocation – imaging, U2OS, beta-arrestin-GFP, LPI agonist, primary screen (AID 2013). U2OS GPR55 beta-arrestin-GFP translocation imaging, LPI antagonism; higher % means a stronger effect. 290,000 tested, 0.13% active. one-dose inhibition, % at 10 µM; IC50 in µM for titrated hits;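 active = spots per cell inhibited over 60%, with over 100 cells counted and total cytoplasm intensity under 500,000; inconclusive = wells with under 100 cells, flagged as likely toxic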;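 also: U2OS cells stably carrying GPR55 and arrestin-GFP stimulated by 5 µM LPI near EC80; imaged beta-arrestin-GFP aggregate spots per cell after agonist stimulation; plate controls were LPI-stimulated DMSO wells for no effect and DMSO wells without LPI for full effect; some results filed as inactive read as strong as hits; confirmed hits need IC50 under 10 µM and bright autofluorescent wells are also inconclusive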
# GPR35 arrestin U2OS = inhibition of zaprinast-stimulated GPR35 beta-arrestin translocation – imaging, U2OS, beta-arrestin-GFP, zaprinast agonist, primary screen (AID 2058); inhibition, % at 10 µM; hits with a dose series show IC50 in µM; 290,000 tested, 0.052% active; U2OS GPR35 beta-arrestin-GFP translocation imaging, zaprinast antagonism; higher % means a stronger effect;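 active = inhibition of at least 50% with at least 30 cells and total cytoplasm GFP at most 10,000,000; inconclusive = under 30 cells or total GFP of 10,000,000 plus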
# Myeloid diff 2 GFP+ MAC1+ % = second read-out of Myeloid diff 2, no call of its own (marks repeat the call); GFP+ MAC1+ double positive, %; measured here: differentiation confirmed by MAC1 staining
# An asterisk follows results filed as active; i = inactive; ? = inconclusive; · = not tested or not shown; [ ] = dose if it differs, or a comment. Rule as the data show it, unless noted: active = inhibition above about 50%; inactive = the rest. These rows are one share of the data; the hit share may differ from the screen's.
SMILES,NOD2 inhibition,GPR55 beta-arrestin,Myeloid diff 2,Myeloid diff 2 GFP+ MAC1+ %,NOD1 NF-kB reporter,HIV fusion peptide,KOR beta-arrestin-1,KOR beta-arrestin-2,GPR55 LPI antagonism,GPR35 arrestin U2OS
O=C(NCCCO)c1ccc(CSc2nc3ccccc3[nH]2)cc1,0.8%,-0.1%,i,0.0,-10.0%,-0.9%,-1.2%,3.3%,3.6%,-6.8%
CC1(C)CC(=O)C2=C(C1)N1CCCCC1CC2=O (centres undefined),1.2%,0.2%,i,0.9,5.0%,0.6%,13.4%,-31.0%,-2.0%,3.4%
OC1(c2cccs2)CN(c2ccc(Br)cc2)C2=[N+]1CCCS2 (centres undefined),-3.8%,-0.1%,i,0.6,-14.4%,0.1%,-1.0%,7.7%,11.2%,5.6%
Fc1ccc(-c2nc3nc4ccccc4nc3n2Cc2ccco2)cc1,2.0%,-0.2%,i,1.4,-13.7%,-0.9%,-4.5%,-1.2%,11.0%,12.2%
Cc1nc2cc(NC(=O)COc3ccc(C#N)cc3)ccc2n1-c1ccccc1,13.1%,0.3%,i,0.3,-6.3%,-3.1%,-1.3%,10.8%,9.3%,1.7%
Cc1cccc(-n2nc3c([n+]2[O-])CCc2nonc2-3)c1C,11.1%,-0.3%,i,1.7,-22.2%,-1.5%,4.2%,-10.3%,3.6%,·
COCCn1c(=NC(=O)C2COc3ccccc3O2)sc2cc(S(N)(=O)=O)ccc21 (centres undefined),12.2%,-0.2%,i,0.4,-11.1%,0.7%,0.3%,-34.8%,11.8%,-3.8%
Cc1ccc(CNc2ccc(S(=O)(=O)N3CCOCC3)cc2[N+](=O)[O-])cc1,11.8%,0.2%,i,0.3,-12.9%,1.2%,1.4%,9.4%,4.6%,3.1%
CN(C)CCNc1nc2c(c(=O)[nH]c(=O)n2C)n1CC(O)COc1ccc(Cl)cc1Cl (centres undefined),20.1%,-0.4%,i,1.4,-2.1%,-2.3%,9.2%,16.5%,19.9%,-0.3%
N#CCCn1cc(C(CC(=O)c2ccc(Br)cc2)C(=O)O)c2ccccc21 (centres undefined),8.4%,-0.1%,i,1.5,9.6%,-1.4%,4.0%,3.3%,1.6%,8.3%
COc1cccc(CNC(=O)Cc2nc3nc(C)cc(C)n3n2)c1,7.3%,0.2%,i,0.6,-15.7%,-0.7%,7.0%,1.5%,12.2%,-10.8%
Cc1ccc(CN2CCNC2=O)cc1,-4.5%,-0.1%,i,7.7,-0.1%,-2.1%,-1.9%,-34.3%,5.2%,-3.9%
CCS(=O)(=O)c1ncc(CO)n1CCc1ccccc1,6.2%,0.0%,i,1.1,3.4%,-0.7%,-1.7%,22.5%,·,-10.0%
CCCCOC(=O)CCc1n[nH]c(=O)[nH]c1=O,14.2%,0.2%,i,0.9,0.6%,-1.6%,-3.3%,-8.0%,6.1%,-8.2%
CCCN(C(=O)c1cc(S(=O)(=O)N2CCCCC2)ccc1Cl)C1CCS(=O)(=O)C1 (centres undefined),4.6%,1.2%,i,0.3,-10.2%,-0.1%,-2.5%,30.3%,2.3%,8.1%
C/C=C/COC(=O)c1[nH]c2c(c1C)C(=O)CC(c1ccc(N(C)C)cc1)C2 (centres undefined),2.4%,0.2%,i,4.1,-1.2%,-1.6%,-2.2%,1.7%,10.6%,-14.2%
S=c1[nH]nc(-c2ccc3c(c2)OCO3)n1-c1ccccc1,15.5%,-0.2%,i,4.9,-13.4%,-2.1%,-3.9%,-12.4%,-2.1%,-8.3%
COCCCNc1nc2ccccc2nc1NS(=O)(=O)c1ccc(C)cc1C,10.3%,-0.1%,i,0.7,-3.0%,-0.2%,·,3.6%,-1.3%,9.5%
O=C(Nc1ccc2c(c1)OCCO2)c1cccnc1Oc1ccc(Cl)cc1,-0.2%,-0.2%,i,0.4,-5.5%,-1.2%,3.5%,26.6%,2.9%,-17.0%
CN1CCN(NC(=O)c2ccc(Cl)s2)CC1,-1.0%,-0.1%,i,0.5,-37.6%,1.0%,-8.1%,-15.7%,18.4%,0.1%
CCCn1cc(S(=O)(=O)c2ccc(C)cc2)c(=O)c2cc(OC)ccc21,4.4%,-0.1%,i,4.0,-2.5%,-0.5%,-4.5%,-15.8%,-5.0%,9.1%
O=C(Cn1nc(-c2ccc3c(c2)OCCO3)ccc1=O)Nc1ccc(-n2cnnn2)cc1,2.9%,-0.2%,i,0.4,-18.5%,2.2%,-0.8%,-34.4%,-2.7%,-0.3%
COc1cc(NS(=O)(=O)c2ccc(NC(=O)/C(=C\c3ccccc3OC)NC(=O)c3ccccc3)cc2)nc(OC)n1,0.3%,0.8%,i,7.4,-16.0%,49.1%,-0.4%,4.8%,36.2%,23.5%
CC1Cc2cc(/C(O)=C3\C(=O)C(=O)N(Cc4ccncc4)C3c3ccccc3F)ccc2O1 (centres undefined),6.9%,-0.1%,i,0.0,-19.2%,-1.3%,4.9%,7.2%,-7.1%,-7.0%
Cn1cccc1Cc1nnc(SCC(=O)NCc2ccccc2)n1-c1ccc(F)cc1,6.8%,-0.1%,i,0.8,7.9%,-0.9%,4.9%,-35.7%,-2.9%,-9.3%
Cc1nn(CC(=O)Nc2ccc(N3CCOCC3)cc2)c(C)c1Cl,-6.6%,0.0%,i,1.1,-36.5%,-2.2%,0.0%,8.0%,14.8%,-2.2%
CCn1c(C)nc2cc(C(=O)NNC(=S)Nc3ccc(C)cc3)ccc21,17.1%,-0.1%,i,0.2,1.3%,-3.2%,0.2%,11.4%,-3.2%,-3.1%
CC(C)C[C@H](NC(=O)[C@@H](Cc1ccccc1)n1c(=O)[nH]c2ccccc2c1=O)C(=O)N[C@@H](Cc1ccccc1)C(=O)O,14.9%,0.3%,i,5.6,-25.4%,3.9%,-5.2%,19.5%[20 µM],0.8%,0.8%
CCC(C)NC(=O)C1CCC(=O)N1Cc1ccc(C)cc1 (centres undefined),20.7%,-0.1%,i,1.3,18.4%,-0.6%,-3.6%,6.6%,6.2%,16.0%
O=C(/C=C1\SC(=O)NC1=O)Nc1ccc(F)cc1,7.9%,-0.2%,·,·,-13.0%,3.1%,-5.1%,9.2%,4.1%,-15.0%
CCOC(=O)c1[nH]c(C)c(C(=O)Nc2ccc(C)c(Cl)c2)c1C,10.4%,0.2%,i,0.3,1.2%,0.5%,10.5%,-1.3%,0.1%,6.7%
O=C(NOC(=O)c1ccccc1Cl)c1cccs1,-6.0%,0.0%,i,1.0,-21.3%,1.1%,0.3%,3.4%,4.4%,-7.8%
CCc1ccc(OCC(=O)Nc2ccncc2)cc1,40.2%,-0.2%,i,0.4,9.9%,1.6%,-4.3%,6.5%[20 µM],-15.2%,6.0%
CCOC(=O)C(=CNc1cc(C)ccc1[N+](=O)[O-])C(=O)OCC,22.9%,-0.2%,?,·,-10.6%,-2.0%,6.6%,8.4%,0.8%,-1.2%
CSc1ccc(CN2C(=O)NC3(CCCCC3)C2=O)cc1,13.9%,-0.4%,i,0.7,-13.8%,-0.1%,1.9%,7.5%,-7.3%,-13.8%
C/C(=N\NC(=O)c1ccc(C(=O)N/N=C(\C)c2ccco2)o1)c1ccco1,-1.9%,0.0%,i,1.1,-25.1%,-1.0%,2.3%,-20.5%,2.7%,-4.6%
COc1ccccc1C(=O)C1CCCN(C(=O)C2=CC(=O)CC(C)(C)O2)C1 (centres undefined),-0.1%,-0.1%,i,0.3,2.1%,1.5%,-0.3%,13.7%,6.5%,-9.0%
CCc1nnc(NC(=O)CSc2nnc(Cc3cccn3C)n2CCOC)s1,7.8%,0.3%,i,3.7,-16.7%,3.2%,-0.8%,-11.1%,8.7%,-3.9%
CCN(Cc1cn2cccnc2n1)C1CCCCC1,3.3%,-0.4%,i,0.3,-4.0%,-0.8%,0.6%,13.8%,87.7%*,14.5%
COc1ccc(N(CC(=O)Nc2cccc(N(C)S(C)(=O)=O)c2)S(=O)(=O)c2ccc(F)cc2)cc1,11.0%,-0.1%,i,0.2,-0.8%,-0.6%,6.2%,1.0%,-7.2%,-20.9%
O=C(Nc1ccc(C(=O)N2CCCCC2)cc1)Nc1cccc(Cl)c1,1.9%,0.4%,i,0.4,-25.5%,0.8%,0.0%,-10.2%,19.2%,16.9%
O=C(O)c1cccc(NC(=O)c2cn(-c3ccccc3)nc2-c2ccc(F)cc2)c1,2.0%,0.5%,i,0.4,-26.9%,16.8%,0.1%,-21.6%[20 µM],-10.4%,-0.7%
O=C(O)c1cn[nH]c1-n1cnnn1,-7.3%,0.0%,i,1.2,-26.8%,-0.7%,-2.1%,6.8%,7.3%,1.6%
Cc1cccc(CCNC(=O)Cn2ncc3c([nH]c4ccccc43)c2=O)c1,0.8%,0.0%,i,0.7,-8.7%,-2.1%,2.6%,-4.7%,1.5%,12.5%
COc1cccc(NC(=O)c2cc([N+](=O)[O-])ccc2NCc2cccnc2)c1,15.0%,0.2%,i,0.5,-18.9%,-0.8%,-1.4%,19.2%,13.2%,13.6%
CN(C)c1ccc(/C=N/NC(=O)c2ccccc2O)o1,0.7%,0.5%,i,1.2,-25.7%,16.0%,-1.7%,-4.9%,0.2%,-2.7%
Cc1cc(C(=O)NC2CCCCC2C)c2ccccc2n1 (centres undefined),-6.6%,-0.1%,i,4.1,1.8%,-1.0%,8.4%,-18.2%,5.5%,10.3%
Cc1ccc(-c2nnn(CC(=O)N3CCCc4ccccc43)n2)cc1,4.1%,-0.1%,i,0.8,8.8%,-1.0%,3.8%,-23.0%,16.8%,-0.2%
O=C(Cn1c(-c2cncs2)nc2ccccc21)NC1CCCC1,1.8%,-0.1%,i,1.2,·,-1.2%,·,·,8.1%,10.3%
OCC[C@@H]1C[C@H](O)[C@@H](O)[C@@]2(OCCCc3ccccc32)O1,11.8%,0.9%,i,1.1,13.3%,2.9%,-2.8%,3.7%[20 µM],-2.9%,-6.6%
CCO/C=C1\SC(=S)N(c2ccc(Cl)cc2)C1=O,6.3%,0.5%,i,0.3,-7.5%,-0.1%,3.2%,19.2%,15.3%,0.1%
Cc1ccc(NC(=O)CN2C(=O)CCSc3ccc(S(=O)(=O)N4CCCC4)cc32)cc1C,11.9%,-0.1%,i,1.1,-32.3%,1.4%,-5.1%,-12.0%,1.9%,0.2%
